# DT40 TDP1 CPT – growth inhibition of DT40 Tdp1-/-;hTDP1 cells with camptothecin (screen for TDP1 inhibitors) | chicken DT40 Tdp1-/-;hTDP1 cells + 20 nM CPT, ATP luminescence, 48 h | Potency, µM (titrated, usually from 46.2 µM), for the others: top-dose activity change, negative = growth inhibition, actives largely listed as inhibitors | 420,000 tested, 12% active | AID 686979; note: nearly all actives have a fitted effect of over 55% in size
#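 Chicken DT40 Tdp1-/- cells complemented with human TDP1, 400 cells/well, exposed to compounds plus 20 nM camptothecin for at least 48 h at 37 C; viability read as ATP content by CellTiter-Glo luminescence.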
# FEN1 inhibitor – inhibitors of human flap endonuclease 1. P39748. Recombinant FEN1 flap cleavage, fluorescence, 15 min. Potency, µM (titrated, usually from 114 µM), inactives show at the top dose activity change, negative = inhibition, hits mostly inhibitors. 390,000 tested, 0.35% active; note: nearly all actives have a fitted effect of over 65% in size
# Target sequence (P39748 whole entry, looked up): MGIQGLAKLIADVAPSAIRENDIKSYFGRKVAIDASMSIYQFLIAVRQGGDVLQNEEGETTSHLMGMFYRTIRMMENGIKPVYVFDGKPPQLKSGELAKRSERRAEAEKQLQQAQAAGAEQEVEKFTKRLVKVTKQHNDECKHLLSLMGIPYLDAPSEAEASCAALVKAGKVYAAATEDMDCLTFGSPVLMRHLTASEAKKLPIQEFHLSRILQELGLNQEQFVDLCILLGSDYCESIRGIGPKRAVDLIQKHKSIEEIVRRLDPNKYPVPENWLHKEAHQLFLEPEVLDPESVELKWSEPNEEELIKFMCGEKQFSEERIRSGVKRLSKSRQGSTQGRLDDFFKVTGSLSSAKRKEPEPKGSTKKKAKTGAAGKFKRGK
#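 Read-out was taken twice, immediately and after 15 min, following addition of 50 nM substrate to 10 nM FEN1 that had sat with test compound for 15 min at room temperature. Curves came from a four-parameter Hill model.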
# GCN5L2 inh – inhibitors of human GCN5L2 histone acetyltransferase; GCN5L2 HAT assay, ThioGlo1 CoA-SH fluorescence; Potency, µM (doses to about 58.9 µM), inactives show at the top dose activity change, negative = inhibition, hits mostly inhibitors; 390,000 tested, 0.21% active
#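 Fluorescence readout, Ex340nm/Em540nm: ThioGlo1 (50uM final) reacts with free CoA thiol released as 20nM GCN5L2 acetylates H3(1-25) peptide (75uM) using acetyl-CoA (70uM). Compound and enzyme sat 15 min beforehand; 20 min room-temperature reaction.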
# The depositor's hits bear a star; ? = inconclusive; / = not tested or not shown; & = joins results of further samples; [ ] = dose if it differs, or a comment. Calls come from the whole dose curve; as a rule, active = well fitted curve in the direction sought with a large enough effect; inconclusive = small, poorly fitted or top-dose-only effect, or another doubt; inactive = no such curve, though single readings can be large; an effect the other way counts as inactive or inconclusive. % is set by controls: 0 for no effect and ±100 for the full control effect; potency is the fitted concentration of half-maximal effect. These rows are one share of the data; rates above refer to the full screens.
SMILES,DT40 TDP1 CPT,FEN1 inhibitor,GCN5L2 inh
CC1(C)CC(=O)c2cnc3nc4ccccc4n3c2C1,-29%,-2%,0%
COc1cc(Nc2nn(-c3ccc(OC(F)(F)F)cc3)nc2C(C)=O)cc(OC)c1,-8%,-3%,-7%
COc1c(Cl)cc(Cl)cc1/C=C(\C#N)c1nc2ccccc2[nH]1,/,2%,-7%
COc1cccc(-c2ccc3c(c2)C2CC3CCN2C(C)=O)c1 (configuration not stated),-2%,14%,/
Cc1ccc(NC(=O)CN(C)C(=O)c2cccc(S(=O)(=O)NCc3cccs3)c2)cc1,-18%,19%,-6%
COC(=O)c1cc(S(=O)(=O)NCCc2ccc(Cl)cc2)c[nH]1,18µM*,15%,-2%
COc1nc(-c2cccs2)cc(-c2ccc(C)cc2)c1C#N,10µM*,-2%,-7%
Cc1cc(C)c(NC(=O)CNC(=O)Cc2sc(C)nc2-c2ccc(F)cc2)c(C)c1,-27%,11%,2%
CC1CCCCC12NC(=O)N(CC(=O)NCc1ccc3c(c1)OCO3)C2=O (configuration not stated),16%,0%,-6%
CC(NC(=O)CN1C(=O)NC2(CCc3ccccc32)C1=O)c1ccc2c(c1)OCCO2 (configuration not stated),-3%,-9%,-4%
O=C(Cn1cc([N+](=O)[O-])cn1)N1CCc2ccccc21,-8%,-3%,44%[activator]
CCCCc1nn2c(=O)cc(COC(=O)c3cccc(Cl)c3)nc2s1,?,-7%,?
O=C(NC1CCS(=O)(=O)C1)N1CCCCC1 (configuration not stated),-10%,1%,-1%
COc1ccc(OC)c(-n2c(C)nc3cc(C(=O)O)ccc32)c1,10%,-14%,-3%
Cc1cccc(S(=O)(=O)NCCc2cn3ccccc3n2)c1,-2%,-4%,1%
COC(=O)c1cccc(NC(=O)c2cc3ccccc3o2)c1,?,-14%,-6%
Cc1ccc(S(=O)(=O)N2CCN(C(=O)CSc3ncn[nH]3)CC2)c(C)c1,?,0%,-1%
CC(C)(C)NC(=O)C(c1ccncc1)N(Cc1ccco1)C(=O)c1ccc(-c2ccccc2)[nH]1 (configuration not stated),?,-12%,-13%
COc1ccc(C(=O)c2cnc(C(C)C)n2C)cc1,-3%,-3%,0%
COc1cccc(NC(=O)CCC2CCN(C(=O)C3CC=CCC3)CC2)c1 (configuration not stated),?,-5%,3%
COc1ccc(NC(=O)CN(C)C(=O)c2ccccc2CCc2ccccc2)cc1,-21%,0%,-16%
CCOc1ccc(NC(=O)c2cc(S(=O)(=O)N3CCOCC3)cn2C)cc1,19%,14%,9%
O=C(CN1CCN(S(=O)(=O)c2ccc(F)cc2)CC1)NC1CC1,0%,18%,-17%
O=C(CCC(=O)c1ccccc1)Nc1ccc(C(=O)O)cc1,?,11%,-2%
CCc1nc2ccc(C(=O)N3CCN(CC)CC3)cc2nc1CC,-12%,-13%,-23%
O=C(Nc1ccc(N2CCCCC2)cc1)c1ccc(F)cc1,-7%,-3%,0%
Cc1nnc(N2CCC(C(=O)NCCC(C)C)CC2)c2nn(-c3ccc(Cl)cc3)c(C)c12,?,-5%,0%
CCOC(=O)c1c(C)[nH]c(C)c1S(=O)(=O)NCC(=O)Nc1cccc(C#N)c1,-12%,-3%,-25%
CN1CCN(C(=O)CN(Cc2ccccc2)S(C)(=O)=O)CC1,-11%,8%,-5%[0.501 µM]
CSCC(C)N1CCC(N2CCC(C(=O)NCc3ccccn3)CC2)CC1 (configuration not stated),4%,-16%,-3%
Cc1cc(S(=O)(=O)Nc2cc3c(cc2N2CCOCC2)n(C)c(=O)c(=O)n3C)ccc1F,-15%,1%,1%
CC(=O)Nc1ccc(C(=O)/C=C/c2ccc[nH]2)cc1,24%,-1%,0%
Cn1c(/C(C#N)=C/C2CC=CCC2)nc2ccccc21 (configuration not stated),?,5%,0%
COCCCNC(=O)/C=C/c1ccc(Cl)cc1,-7%,2%,-21%
Cc1nn(Cc2ccccc2)c(Cl)c1C(=O)OCc1nnc(-c2ccccc2)o1,10%,-1%,-7%
CCC(=O)Nc1cc(Cl)ccc1C(=O)O,-12%,8%,-3%
O=C(Nc1ccc(S(=O)(=O)Nc2nccs2)cc1)c1c(F)c(F)c(F)c(F)c1F,-4%,-3%,?
Cc1cc(C)c2c(N)c(C(=O)c3ccccc3)sc2n1,-28%,19%,1%
CCCCn1c(SCc2nc(N)nc(N3CCCCC3)n2)nc2c1c(=O)n(C)c(=O)n2C,-13%,-1%,4%
O=C(CN1C(=O)C2C3C=CC(C3)C2C1=O)Nc1nc(SCc2ccc(Cl)cc2)n[nH]1 (configuration not stated),?,0%,1%
COc1ccc(N2CCN(C(=O)c3ccc(NS(=O)(=O)c4ccc(F)cc4)cc3)CC2)cc1,?,-1%,-5%
Cc1cc(Nc2ccccc2)nc(-c2ccccc2O)n1,16µM*,-5%,-5%
CC(C)N1CC2(c3ccccc3)CN(C(C)C)CC(c3ccccc3)(C1)C2=O,?,-6%,0%
c1cnc2c(OCc3cn4cccnc4n3)cccc2c1,-3%,0%,-13%
O=C(CN1CCC(C(O)(c2ccccc2)c2ccccc2)CC1)Nc1cc(Cl)ccc1Cl,?,9%,-12%

# An excerpt from above in order of formula weight, highest first.
SMILES,DT40 TDP1 CPT,FEN1 inhibitor,GCN5L2 inh
COc1ccc(N2CCN(C(=O)c3ccc(NS(=O)(=O)c4ccc(F)cc4)cc3)CC2)cc1,?,-1%,-5%
CCCCn1c(SCc2nc(N)nc(N3CCCCC3)n2)nc2c1c(=O)n(C)c(=O)n2C,-13%,-1%,4%
O=C(Nc1ccc(S(=O)(=O)Nc2nccs2)cc1)c1c(F)c(F)c(F)c(F)c1F,-4%,-3%,?
O=C(CN1C(=O)C2C3C=CC(C3)C2C1=O)Nc1nc(SCc2ccc(Cl)cc2)n[nH]1 (configuration not stated),?,0%,1%
CC(NC(=O)CN1C(=O)NC2(CCc3ccccc32)C1=O)c1ccc2c(c1)OCCO2 (configuration not stated),-3%,-9%,-4%
Cc1nn(Cc2ccccc2)c(Cl)c1C(=O)OCc1nnc(-c2ccccc2)o1,10%,-1%,-7%
CCOC(=O)c1c(C)[nH]c(C)c1S(=O)(=O)NCC(=O)Nc1cccc(C#N)c1,-12%,-3%,-25%
COc1ccc(NC(=O)CN(C)C(=O)c2ccccc2CCc2ccccc2)cc1,-21%,0%,-16%
Cc1ccc(S(=O)(=O)N2CCN(C(=O)CSc3ncn[nH]3)CC2)c(C)c1,?,0%,-1%
CCOc1ccc(NC(=O)c2cc(S(=O)(=O)N3CCOCC3)cn2C)cc1,19%,14%,9%
CSCC(C)N1CCC(N2CCC(C(=O)NCc3ccccn3)CC2)CC1 (configuration not stated),4%,-16%,-3%
CC(C)N1CC2(c3ccccc3)CN(C(C)C)CC(c3ccccc3)(C1)C2=O,?,-6%,0%
CC1CCCCC12NC(=O)N(CC(=O)NCc1ccc3c(c1)OCO3)C2=O (configuration not stated),16%,0%,-6%
COc1cccc(NC(=O)CCC2CCN(C(=O)C3CC=CCC3)CC2)c1 (configuration not stated),?,-5%,3%
COC(=O)c1cc(S(=O)(=O)NCCc2ccc(Cl)cc2)c[nH]1,18µM*,15%,-2%
COc1ccc(OC)c(-n2c(C)nc3cc(C(=O)O)ccc32)c1,10%,-14%,-3%
COc1cccc(-c2ccc3c(c2)C2CC3CCN2C(C)=O)c1 (configuration not stated),-2%,14%,/
COc1nc(-c2cccs2)cc(-c2ccc(C)cc2)c1C#N,10µM*,-2%,-7%
O=C(Nc1ccc(N2CCCCC2)cc1)c1ccc(F)cc1,-7%,-3%,0%
Cc1cc(C)c2c(N)c(C(=O)c3ccccc3)sc2n1,-28%,19%,1%
Cc1cc(Nc2ccccc2)nc(-c2ccccc2O)n1,16µM*,-5%,-5%
c1cnc2c(OCc3cn4cccnc4n3)cccc2c1,-3%,0%,-13%
O=C(Cn1cc([N+](=O)[O-])cn1)N1CCc2ccccc21,-8%,-3%,44%[activator]
Cn1c(/C(C#N)=C/C2CC=CCC2)nc2ccccc21 (configuration not stated),?,5%,0%
COc1ccc(C(=O)c2cnc(C(C)C)n2C)cc1,-3%,-3%,0%
CCC(=O)Nc1cc(Cl)ccc1C(=O)O,-12%,8%,-3%

# Carrying on:
SMILES,DT40 TDP1 CPT,FEN1 inhibitor,GCN5L2 inh
Nc1nnc(N2CCc3ccccc32)s1,-18%,-14%,1%
Cc1ccc(C)c(NC(=O)c2cccc(Oc3ccc([N+](=O)[O-])cc3Cl)c2)c1,?,-16%,1%
CCN1CCN(S(=O)(=O)c2cccc3nsnc23)CC1,-1%,-1%,-10%
O=C(c1cnn2c(C(F)F)cc(-c3ccccc3)nc12)N1CCSCC1,-7%,-12%,-2%
O=S(NC1CCCCC1)C12CC3CC(CC(C3)C1)C2 (configuration not stated),-21%,5%,1%
CCCCn1c(N)c(N(CC)C(=O)c2ccco2)c(=O)[nH]c1=O,25%,-2%,-2%
Cc1ccccc1N1CCN(c2ccccc2NC(=O)/C=C\C(=O)O)CC1,16µM*,-1%,/
Nc1nc(NCC(=O)O)nc(NCc2ccccc2)c1[N+](=O)[O-],2%,-2%,?
CCCn1c2ccc(C)cc2c2n[nH]c(=S)nc21,?,41%[activator],27%
Cc1ncc(CN2CCC(C(=O)Nc3cccc(-c4cscn4)c3)CC2)cn1,?,7%,-15%
CCOC(=O)C1CCN(C(=O)CNS(=O)(=O)c2ccc(Br)s2)CC1,-12%,-15%,-4%
CCOc1ccc(OCC)c(NS(=O)(=O)c2c(C(=O)N3CCCCCC3)c(C)n(C)c2C)c1,?,-7%,7%
CCCCCCCCOc1ccc(C(=O)O)cc1,-4%,-16%,-19%
COc1ccccc1/C=N/NC(=O)c1cccc(NC(=O)c2ccccc2Cl)c1,10%,2%,-9%
CCCCC(=O)Nc1ccc(NC(=O)c2ccccc2OC)cn1,-14%,0%,-9%
CSCCC(NC(=O)COc1ccccc1)C(=O)N1CCN(c2ccccc2)CC1 (configuration not stated),-12%,-6%,-1%
C=C(C)c1cccc(C(C)(C)NC(=O)NC(c2ccccc2)c2ccc(OC)cc2)c1 (configuration not stated),4%,-11%,-4%
CC1CCN(S(=O)(=O)c2cc(C(=O)N3CCN(c4ncccn4)CC3)ccc2Br)CC1,?,-13%,-1%
CCc1ccc2[nH]c(=O)c(CN(Cc3ccccc3OC)Cc3nnnn3Cc3ccco3)cc2c1,?,-17%,-6%
Cc1cccc(NC(=O)CSc2nnc(CNC(=O)c3ccc(S(=O)(=O)N(C)C)cc3)n2-c2cccc(C)c2)c1,16µM*,3%,-3%
CC(NC(=O)CCc1cn(Cc2ccccc2Cl)c2ccccc12)c1ccccc1 (configuration not stated),21µM*,-5%,0%
CCCCC1=CC2=C(c3ccco3)C(=O)C(C)(OC(=O)c3ccc(OC)cc3)C(=O)C2=CN1Cc1ccccc1 (configuration not stated),5.2µM*,-8%,-19%
O=C(Nc1cccc(S(=O)(=O)NC2=NCCC2)c1)c1ccc(F)cc1,-25%,-5%,-2%
O=C(CN1c2cccc3cccc(c23)S1(=O)=O)Nc1ccc(F)c(F)c1F,?,3%,-1%
Cc1ccc(-n2nc(C(=O)NCCc3cccc(C)c3)c3c4ccccc4n(C)c3c2=O)cc1,-16%,-10%,-9%
Cc1ccc2c(c1)N(CC(=O)NC1CCCCC1C)C(=O)CO2 (configuration not stated),-8%,-2%,0%
COc1ccccc1N1CCN(C(=O)c2cc(-c3ccc(F)cc3)on2)CC1,-6%&1%,-16%&-7%,1%&1%
O=C(C1CCN(C2CCN(Cc3ccc4c(c3)CCO4)CC2)CC1)N1CCOCC1,14%,15%,1%
CC1=CC2=NC(=O)C(c3ccccc3)C(=O)N2C=C1 (configuration not stated),-1%,4%,/
CC1=C(C(=O)Nc2ccccc2C(=O)NCCCOC(C)C)SCCO1,-28%,18%,-5%
Cc1cc(C)c(C(=O)CN2C(=O)NC3(CCCCCC3)C2=O)cc1C,20%,-3%,-15%
Cn1c(=O)c(C(=O)c2ccccc2)c(O)c2ccccc21,10%,-9%,/
Cc1cc(=O)[nH]c(SCc2cc(=O)n3nc(C)sc3n2)n1,11%,-7%,-18%
